AID inh: Primary qHTS assay for inhibitors of Activation Induced Cytidine Deaminase (AID): AID signal | Single-stranded DNA cytosine deaminase (Homo sapiens), Q9GZX7 | AID deamination FRET fluorescence, UDG-coupled, 4 h | Potency, µM (top dose mostly 115 µM), for inactives: at the highest dose activity change, negative = inhibition, hits mostly inhibitors | 91,000 tested, 0.32% active | AID 1347428, 2020; also: nearly all actives have a fitted effect of over 25% in size
Target sequence (Q9GZX7 whole entry, looked up): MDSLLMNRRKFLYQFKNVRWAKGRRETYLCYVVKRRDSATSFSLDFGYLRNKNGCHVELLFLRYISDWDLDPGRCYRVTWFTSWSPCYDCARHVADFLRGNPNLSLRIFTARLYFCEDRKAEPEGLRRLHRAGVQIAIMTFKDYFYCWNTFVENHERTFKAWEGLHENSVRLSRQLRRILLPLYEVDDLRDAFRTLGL
UDG counter: Primary qHTS assay for inhibitors of Activation Induced Cytidine Deaminase (AID): UDG Counterscreen signal. Uracil-DNA glycosylase. FRET deamination/UDG coupled assay, UDG read, 4 h. Potency, µM (highest dose often 115 µM), inactives show top-dose activity change, negative = inhibition, most hits filed as inhibitors. 91,000 tested, 0.14% active; also: nearly all actives have a fitted effect of over 65% in size
* = called active by the depositor; ? = inconclusive; & = joins results of further samples; [ ] = dose if it differs, or a comment. Calls follow the shape of the dose curve; as a rule, active = well fitted curve in the direction sought with a large enough effect; inconclusive = small, poorly fitted or top-dose-only effect, or another doubt; inactive = no such curve, though single readings can be large; an effect the other way counts as inactive or inconclusive. % is scaled to controls: 0 for no effect and ±100 for the full control effect; potency is read from the fitted curve at half-maximal effect.

SMILES	AID inh	UDG counter
Cc1cccc(-c2noc(CNC(=O)c3ccccc3Br)n2)c1	-6%	4%
Cn1nc(C(=O)Nc2nc(-c3ccc[nH]3)cs2)c2ccccc2c1=O	13%	10%
CCOC(=O)C1CCCN(C(=O)Cn2ncn3nc(-c4cccs4)cc3c2=O)C1 (configuration not stated)	0%	0%
Cc1ccn2c(Nc3ccc(C(C)C)cc3)c(-c3cccnc3)nc2c1	-6%	-9%
CCc1cc2c(cc3c(=O)n(CCCC(=O)NCc4cccc(Cl)c4)ncn32)s1	7%	8%
Cc1cc(C)n(CCc2nc3cc(NC(=O)COc4ccc(Cl)cc4)ccc3n2C)n1	-7%	-5%
CC(C)Oc1ccc(CNC(=O)CN2C(=O)CCc3cc(S(=O)(=O)N4CCCCC4)ccc32)cc1	11%	-2%
Nc1ccccc1Oc1ccccc1	3%	1%
CCCCOc1ccc(NC(=O)c2ccc(Cl)cc2)c2cccnc12	-4%	1%
O=C(O)c1ccc(Cl)c(NC(=O)c2ccc(Cl)s2)c1	1%	7%
COc1ccc(C(C(=O)NCc2ccccc2)N(C(=O)Cn2nnc3ccccc32)c2ccc(F)cc2)cc1 (configuration not stated)	6%	9%
O=C(c1ccc2c(c1)N(Cc1ccc(Cl)cc1)C(=O)c1ccccc1S2(=O)=O)N1CCN(Cc2ccccc2)CC1	?	-19%
CCCCCn1c(=N)n(CC(O)COc2cccc(C)c2)c2ccccc21 (configuration not stated)	?	-13%
Nc1c(-c2nc(-c3cccs3)no2)nnn1-c1cccc(F)c1	0%	4%
Cc1ccc(-c2nnc(Nc3ccc(OCC(N)=O)cc3)c3ccccc23)cc1S(=O)(=O)N(C)C	?	?
COc1cccc(-n2cc(C(=O)OCc3ccc(F)c(F)c3)c3ccccc3c2=O)c1	9%	7%
Cc1ccc(CS(=O)(=O)c2ncc(Cl)c(C(=O)Nc3nc4ccc(C)cc4s3)n2)cc1	-16%	-20%
Brc1cccc(-c2nn(-c3ccccc3)c3c2cnc2cc4c(cc23)OCO4)c1	7%	3%
Cc1ccc(-c2nnc3ccccc3c2C(=O)Nc2ccccc2F)cc1	10%	-13%
COC(=O)c1ccc(OC(=O)C2(c3ccccc3)CCC2)cc1	-4%	-1%
Cc1cc(C)c(C(=O)COC(=O)COc2ccc(Cl)c(C)c2)cc1C	11%	-2%
COc1ccc(NC(=O)c2sc3nc4c(cc3c2N)CN(Cc2ccccc2)CC4)cc1OC	203%[activator]	5%
Cc1ccc(CN2C(=O)C3(c4ccccc42)N(c2ccc(C)c(Cl)c2)C(=O)CS3(=O)=O)cc1 (configuration not stated)	12%	1%
CC(C)(C)C(=O)/C=c1/[nH]c(=O)/c(=C/c2cccc(C(F)(F)F)c2)s1	-1%	-9%
Nc1ccccc1OCc1ccccc1	-3%	-4%

New compounds follow:
SMILES	AID inh	UDG counter
CCOc1ccccc1Oc1coc2cc(OCc3ccccc3)ccc2c1=O	-9%	-3%
CC(=O)Oc1ccc2c(C)c(CC(=O)NCCc3ccc(Cl)cc3)c(=O)oc2c1OC(C)=O	-2%	4%
CCOC(=O)c1c(C)oc2ccc(N(C(=O)c3ccncc3)S(=O)(=O)c3ccc(Br)cc3)cc12	-13%	-5%
Cc1cc(O)c(C(C)(C)C)cc1Sc1cc(C(C)(C)C)c(O)cc1C	-1%	-11%
COc1ccccc1NC(=O)CSc1nc2c(=O)[nH]cnc2n1-c1ccccc1	-16%	-13%
Cc1ccc(NC(=O)CSc2nc(-c3ccc(F)cc3)nc3c2Cc2c(CO)cnc(C)c2O3)cc1C	0%	-1%
Cc1[nH]c2ccccc2c1C(=O)C(C)Oc1ccc(Cl)c2ccccc12 (configuration not stated)	-12%	-15%
CNC(=O)c1ccc(CN(CC(=O)NC2(C#N)CCCCC2)C2CC2)cc1	-2%	1%
Cc1ccc(N2CCN(C(=O)CCc3c(C)nc4c(c3C)c(=O)n(C)c(=O)n4C)CC2)c(C)c1	19%	8%
Cc1ccc(N2CCN(C(C(=O)O)c3cn(CC(=O)O)c4cc(F)ccc34)CC2)c(C)c1 (configuration not stated)	-4%	0%
CCc1ccccc1NC(=O)Cn1ccn(-c2ccc(OC)cc2)c(=O)c1=O	1%	2%
COc1ccc(C(C)NC(=O)c2[nH]c3c(c2C)C(=O)CCC3)cc1F (configuration not stated)	3%	-3%
Cc1ccc2c(CN3CCN(c4ccccn4)CC3)cc(=O)oc2c1C	-15%	0%
Cc1ccc(OC(=O)C(C)Oc2ccc(Cl)cc2Cl)c(C)c1 (configuration not stated)	2%	-1%
CC(C)N(Cc1ccccc1)S(=O)(=O)c1ccc(-c2cc(C(F)(F)F)on2)s1	?	-13%
Cc1ccccc1OCC(=O)Nc1ccc2nc(SCC(=O)N3CCc4ccccc43)sc2c1	13%	5%
Cc1ccc(Cl)cc1N1CCN(C(=O)c2cn(C3CCCCC3)c(=O)c3c2c2ccccc2n3C)CC1	-25%	-4%
O=C1CC(c2ccc(C(=O)O)cc2)c2sc(C(=O)O)c(-c3ccccc3)c2N1 (configuration not stated)	-1%	-6%
O=C1CC(c2ccccc2)Sc2nc(-c3ccc(F)cc3)nn21 (configuration not stated)	27%[57.5 µM]	-7%[57.5 µM]
O=C(NCCC(c1ccccc1)c1ccccc1)c1ccc2ccccc2n1	-9%	-1%
CC(NC(=O)c1nccnc1N)c1ccc2ccccc2c1 (configuration not stated)	-10%	-6%
COc1ccc2c(Sc3ccc(C)cc3)c(C(=O)NC(C)c3ccccc3)[nH]c2c1 (configuration not stated)	-6%	0%
CC(C)c1cccc(N(C)CC(=O)NC(N)=O)c1	28%	-1%
Cc1ccc(NC(=O)C2CCCN(c3nnc(-n4c(C)ccc4C)s3)C2)cc1Cl (configuration not stated)	?	1%&-16%
CNC(=O)COC(=O)c1cc(-c2ccc(F)cc2)nc2ccccc12	-3%	4%

Continued.
SMILES	AID inh	UDG counter
Cc1ccc(C2SCc3cc(C)c(C)cc3CS2)c(O)c1	-5%	-6%
CCCCn1cnc2c1c(=O)n(CC(=O)Nc1ccc(C)c(F)c1)c(=O)n2CCCC	1%	4%
O=C(O)c1cc2ccc(-c3ccccc3)cc2[nH]1	-14%	-3%
Cc1ccc(-n2c(SCC(N)=O)nc3c(oc4ccccc43)c2=O)cc1	-23%	2%
COC(=O)c1c(C)[nH]c(C(=O)OC(C)c2nnc(-c3ccccc3)o2)c1C (configuration not stated)	-3%	-4%
N#Cc1ccc(COc2ccc(Br)cc2Br)cc1	-5%	8%
Cc1cc(C)c(SC(C)C(=O)NC2CC2)c(C)c1 (configuration not stated)	3%	6%
Cc1ccc(/C=C(/C#N)C(=O)c2ccsc2)cc1C	-13%	7%
NC(=O)c1ccccc1OCc1coc(-c2ccc(F)cc2)n1	-7%	-3%
CCc1noc(-c2ccc(N3CCCCC3C)c([N+](=O)[O-])c2)n1 (configuration not stated)	?	?
CC(=O)c1cc(-c2ccccc2)n(CCC(=O)Nc2cc(C)cc(C)c2)c1C	5%	14%
CCn1cc2nc(SCc3ccc(F)cc3)n(Cc3ccc(Cl)cc3)c(=O)c2n1	-8%	13%
CCn1nc(C)c2c(-c3ccccc3)cc(=O)n(C(C)C(=O)NCCc3ccccc3)c21 (configuration not stated)	?	-17%
CCOc1ccc(NC(=O)NCCCN2CCN(c3ccc(OC)cc3)CC2)cc1	?	-13%
Cc1ccc(N2CC(NC(=O)c3ccc(S(=O)(=O)N4CCCC4)cc3)CC2=O)cc1 (configuration not stated)	5%	4%
CCOC(=O)c1ccc(NC(=O)CC2C(=O)N(c3ccccc3)C(=O)N2Cc2ccc(C)cc2)cc1 (configuration not stated)	16%	-18%
O=C(CSc1nnc(-c2cccc(Cl)c2)o1)N1CCc2ccccc21	-21%	-9%
COc1ccc(S(=O)(=O)Oc2ccc3c(c2)O/C(=C\c2sccc2C)C3=O)cc1	-7%	4%
O=C(Cn1cc(SCc2cccc(Cl)c2)c2ccccc21)N1CCCCCC1	6%	-10%
N#Cc1nc(-c2ccc(S(=O)(=O)N3CCCC3)cc2)oc1NCc1ccc2c(c1)OCO2	8%	-5%
N#Cc1cccc(NC(=O)NCCNc2ccccn2)c1	-3%	1%
Cc1ccccc1S(=O)Cc1ccc(C(=O)NCc2ccccc2Cl)o1 (configuration not stated)	-16%	-8%
C=CCN(Cc1cccs1)C(=O)CCc1ccco1	-5%	-8%
Cc1ccccc1C(=O)Nc1ccc2c(c1)CCC2	-3%	5%
CCCc1cc(=O)[nH]c(Nc2cccc(Cl)c2Cl)n1	3%	32%[activator]

Later entries
SMILES	AID inh	UDG counter
CC1CCN(C(=O)Cn2c(=O)n(CCCCCC(=O)NCc3ccccc3Cl)c(=O)c3sccc32)CC1	?	2%
CN1C(C(=O)c2ccccc2)=C(OC(=O)c2ccccn2)c2ccccc2S1(=O)=O	1%	-7%
O=C(NCc1cccs1)c1ccc2ccccc2c1	-1%	1%
COc1c(Cl)cc(Cl)cc1/C=N/O	-1%	-2%
COc1ccc(S(=O)(=O)c2c(Nc3ccc(C)cc3)sc(C(=O)c3ccc4c(c3)OCO4)c2N)cc1	4%	-2%
Cc1ccc(Cn2cc(S(=O)(=O)c3ccccc3)c(=O)c3cc(F)c(N4CCOCC4)cc32)cc1	-2%	22%
CCCCOC(=O)/C(C#N)=C/c1ccc(-c2cccc(C(F)(F)F)c2)o1	36%[activator][57.5 µM]	-6%[57.5 µM]
CCOC(=O)C1CCCN(S(=O)(=O)c2cc3c(cc2C)NC(=O)CO3)C1 (configuration not stated)	-11%	-2%
O=C(O)CNS(=O)(=O)c1ccc(Br)c2ccccc12	6%	-4%
Cc1ccc(NC(=O)COc2ccc3c(C)cc(=O)oc3c2)c(C)c1	-3%	4%
CCOc1cc(-c2nn3c(-c4cccc(C)c4)nnc3s2)cc(OCC)c1OCC	-9%	8%
COc1ccc(C)cc1NC(=O)CSc1nc2ccccc2nc1C	-22%	5%
N#CCCN(C(=O)CSc1ccc2ccccc2n1)c1ccccc1	-23%	-8%
COc1ccc(-c2nc(N)n(C(=O)c3ccc(Cl)cc3)n2)cc1	-6%	-8%
CCC(C)C(=O)NCc1ccncc1 (configuration not stated)	-1%	-1%
COc1ccc(N2CCN(C(=O)c3cc4c(s3)-c3c(C)cccc3OC4)CC2)cc1	-7%	-12%
COc1ccccc1OCc1ccc(C(=O)O)o1	1%	-6%
COc1ccc(N2CCN(C(=O)c3cc4c(=O)n(Cc5ccco5)ccc4nc3C)CC2)cc1	9%	-1%[57.5 µM]
COCC(=O)NCc1nc2cccnc2n1Cc1ccc(F)cc1	2%	1%
Cc1ccc(C)c(NC(=O)C23CCC(=O)N2c2ccccc2C(=O)N3Cc2ccccc2)c1 (configuration not stated)	-5%	-2%
O=C(Nc1cccnc1N1CCCC1)N1CCN(c2cnccn2)CC1	-2%	-2%
Cc1ccc2c(CN3CCCCCC3)cc(=O)oc2c1	-5%	-11%
CNC(=S)NNC(=O)c1ccc(C)cc1Cl	2%	1%
COc1ccccc1CNC(=O)CCn1c(=O)c2ccccc2n(CC(=O)Nc2ccc(C)cc2C)c1=O	29%	-4%
O=C(NC1CC(=O)N(c2ccc(Cl)cc2)C1)C1CCCCC1 (configuration not stated)	4%	-2%

Next part.
SMILES	AID inh	UDG counter
O=C(Nc1cccc(Br)c1)c1ccccc1OCC1CCCO1 (configuration not stated)	-10%	-2%
COc1ccc(-c2nc3ccccc3o2)cc1NC(=O)C(C)Oc1ccc(Cl)cc1Cl (configuration not stated)	38%[activator]	-1%
Cc1cccc(Nc2cc(C)nc3nc(-c4ccccc4)nn23)c1	18%	3%
CC#CC[N+](C)(C)CCCCCCCC	-1%	-15%
O=C(Nc1ccc(Cl)c(Cl)c1)C12CC3CC(CC(C3)C1)C2	-1%	2%
CCc1ccc(-c2cc(C)no2)cc1S(=O)(=O)NCc1ccc(OC)cc1	9%	-6%
Cc1ccc2c(CC(=O)N(Cc3ccc(Cl)cc3)Cc3ccco3)coc2c1	?	-22%
N#Cc1ccc(S(=O)(=O)N2CCC(Oc3cccc(C(F)(F)F)c3)CC2)cc1	-15%	-7%[57.5 µM]
Cc1cccc(-c2nc(C#N)c(NCc3ccc4c(c3)OCO4)o2)c1	-6%	-6%

14 compounds out of the list, sorted by length of the SMILES, ascending:
SMILES	AID inh	UDG counter
O=C(NCc1cccs1)c1ccc2ccccc2c1	-1%	1%
Cc1cc(C)c(SC(C)C(=O)NC2CC2)c(C)c1 (configuration not stated)	3%	6%
Cc1ccc(/C=C(/C#N)C(=O)c2ccsc2)cc1C	-13%	7%
NC(=O)c1ccccc1OCc1coc(-c2ccc(F)cc2)n1	-7%	-3%
COC(=O)c1ccc(OC(=O)C2(c3ccccc3)CCC2)cc1	-4%	-1%
Cc1ccccc1S(=O)Cc1ccc(C(=O)NCc2ccccc2Cl)o1 (configuration not stated)	-16%	-8%
O=C(CSc1nnc(-c2cccc(Cl)c2)o1)N1CCc2ccccc21	-21%	-9%
CCc1noc(-c2ccc(N3CCCCC3C)c([N+](=O)[O-])c2)n1 (configuration not stated)	?	?
CCOC(=O)C1CCCN(S(=O)(=O)c2cc3c(cc2C)NC(=O)CO3)C1 (configuration not stated)	-11%	-2%
Brc1cccc(-c2nn(-c3ccccc3)c3c2cnc2cc4c(cc23)OCO4)c1	7%	3%
COc1ccc(-c2nc3ccccc3o2)cc1NC(=O)C(C)Oc1ccc(Cl)cc1Cl (configuration not stated)	38%[activator]	-1%
COc1cccc(-n2cc(C(=O)OCc3ccc(F)c(F)c3)c3ccccc3c2=O)c1	9%	7%
CC1CCN(C(=O)Cn2c(=O)n(CCCCCC(=O)NCc3ccccc3Cl)c(=O)c3sccc32)CC1	?	2%
O=C(c1ccc2c(c1)N(Cc1ccc(Cl)cc1)C(=O)c1ccccc1S2(=O)=O)N1CCN(Cc2ccccc2)CC1	?	-19%

Screens: PubChem, National Center for Advancing Translational Sciences (NCATS)

The list is partial; count on the stated rates, not on these rows.
